RmlCD inh 1536 – M. tuberculosis RmlC/RmlD coupled enzyme inhibitors, primary screen, biochemical, compound mixtures, 384-well, from 1536-well plates; dTDP-4-dehydrorhamnose reductase (Mycobacterium tuberculosis (strain ATCC 25618 / H37Rv)) …; RmlC+RmlD coupled enzyme assay, percent inhibition; primary screen in compound mixtures; inhibition, % at 3.6 µM; hit rate 0.03% among 160,000; AID 1533, 2009; in the data active = inhibition mostly above about 34%, no sharp cut-off; also: some results filed as inactive read as strong as hits
Target sequence (P9WH09 whole entry, looked up): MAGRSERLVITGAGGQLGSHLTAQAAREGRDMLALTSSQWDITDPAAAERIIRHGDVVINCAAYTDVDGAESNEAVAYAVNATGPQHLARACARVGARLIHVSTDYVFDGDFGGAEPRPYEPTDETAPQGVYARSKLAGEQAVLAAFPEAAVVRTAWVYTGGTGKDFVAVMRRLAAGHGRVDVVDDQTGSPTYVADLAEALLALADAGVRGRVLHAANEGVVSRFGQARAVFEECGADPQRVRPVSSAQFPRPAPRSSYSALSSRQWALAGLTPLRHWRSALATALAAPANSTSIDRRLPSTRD
Target sequence (P9WH11 whole entry, looked up): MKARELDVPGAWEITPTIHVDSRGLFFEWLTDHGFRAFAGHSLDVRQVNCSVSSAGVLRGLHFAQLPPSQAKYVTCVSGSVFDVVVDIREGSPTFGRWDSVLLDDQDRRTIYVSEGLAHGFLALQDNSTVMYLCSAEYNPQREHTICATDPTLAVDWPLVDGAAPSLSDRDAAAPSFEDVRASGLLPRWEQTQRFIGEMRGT
M. tuberculosis GlmU – inhibition of mycobacterial GlmU enzyme – biochemical, glucosamine-1-phosphate acetyltransferase (AID 1376); Bifunctional protein GlmU (Mycobacterium tuberculosis (strain ATCC 25618 / H37Rv)); M. tuberculosis GlmU acetyltransferase enzyme assay; higher % means a stronger effect; inhibition, %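 (tested at 30 µM in the primary screen)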, or IC50 in µM where a hit was titrated; hit rate 0.25% among 220,000; in the data active = inhibition above about 13%;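 also: 0% = complete reaction with vehicle and 100% = reaction without substrate; strong numbers were not always called active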
Active calls of the source: *; · = no result given.

Every second line gives: RmlCD inh 1536	M. tuberculosis GlmU
COc1ccc(Nc2nnc(-c3ccc(O)cc3)c3ccccc23)cc1C(N)=O
    -9	3.2%
O=[N+]([O-])c1ccccc1OCCCCN1CCCCC1
    -8	-2.8%
O=C(Nc1ncnc2c1ncn2C1OC(COC(=O)c2ccccc2)C(F)C1O)c1ccccc1 (configuration not stated)
    ·	-6.3%
Cc1cc(NC(=O)COc2ccc3oc4ccccc4c3c2)no1
    8	-2.6%
CCN(CC)S(=O)(=O)c1cccc(-c2nnc(SCCCC(=O)c3ccccc3)o2)c1
    ·	-4.0%
Nc1nc2c(c(=O)[nH]1)C(c1cccc3ccccc13)C1=C(N2)c2ccccc2C1=O (configuration not stated)
    14	5.1%
COc1ccc(OC)c(NC(=O)c2cccc(C)c2[N+](=O)[O-])c1
    12	8.0%
COc1cccc(Nc2ccc(C(=O)O)cc2[N+](=O)[O-])c1
    13	1.7%
CC(/C=N/NC(=O)c1cc(-c2ccc3ccccc3c2)n[nH]1)=C\c1ccco1
    -8	8.0%
CCOC(=O)C1C(=O)OC(C)(C)C1C(C)C(=O)c1ccc(OC)cc1 (configuration not stated)
    -8	0.4%
CCOc1ccc(N(CC(=O)N/N=C/c2cc([N+](=O)[O-])ccc2Cl)S(C)(=O)=O)cc1
    ·	-0.8%
O=C(Cc1c(F)cccc1Cl)Nc1ccc(S(=O)(=O)NCC2CCCO2)cc1 (configuration not stated)
    -2	-4.5%
CCOC(=O)C1(CC2CC2)CCN(C(=O)c2cccnc2C)CC1
    2	0.9%
CC(C)C[C@H]1COCCS(=O)(=O)N1Cc1ccccc1F
    ·	2.4%
CCOCCCn1c(SCC(=O)NC(C)C)nc2ccccc2c1=O
    -8	6.4%
COc1ccc(C)cc1NC(=O)COCC(=O)O
    81	-0.8%
COc1ccc(C2(NC(C)=O)CCN(C(=O)c3ccco3)CC2)cc1
    -6	-1.5%
CC(=O)Nc1ccc(NS(=O)(=O)Cc2ccccc2)cc1
    18	-4.5%
O=C(CCS(=O)(=O)c1ccccc1)Nc1ccc(-c2nc3ccccc3s2)c(O)c1
    -7	5.9%
Cc1ccc(NC(=S)N2CCOCC2)c(C)c1
    -4	1.4%

One compound at a time, as listed above. Order of values: RmlCD inh 1536, M. tuberculosis GlmU
Cc1ccc(NC(=S)N2CCOCC2)c(C)c1 in the list: -4, 1.4%
COc1ccc(C)cc1NC(=O)COCC(=O)O in the list: 81, -0.8%
CCOC(=O)C1C(=O)OC(C)(C)C1C(C)C(=O)c1ccc(OC)cc1 (configuration not stated) in the list: -8, 0.4%
COc1ccc(C2(NC(C)=O)CCN(C(=O)c3ccco3)CC2)cc1 in the list: -6, -1.5%
CCOCCCn1c(SCC(=O)NC(C)C)nc2ccccc2c1=O in the list: -8, 6.4%

New compounds follow.
Every second line gives: RmlCD inh 1536	M. tuberculosis GlmU
Cc1ccnc2nc(C(=O)Nc3nnc(-c4ccccc4)o3)nn12
    -5	7.9%
CNCC(O)COc1cccc(OC)c1 (configuration not stated)
    5	-2.0%
CSc1ccccc1NS(=O)(=O)c1ccccc1
    ·	0.3%
Cc1cc(Cl)ccc1OCC(=O)Nc1nc(-c2cccs2)cs1
    -11	-0.6%
CN(Cc1ccccc1)C(=O)CN(C1CCCCC1)S(C)(=O)=O
    6	1.3%
CCCCS(=O)CC(COC)OC(=O)c1ccccc1 (configuration not stated)
    -5	-1.5%
O=C(c1ccccc1Cl)N(Cc1ccc(Cl)c(Cl)c1)N1C(=O)CCCC1=O
    -8	-3.9%
Cc1nn(C)c(C)c1S(=O)(=O)N1CCCC(C(=O)NCCc2ccc(Cl)cc2)C1 (configuration not stated)
    12	0.1%
O=C(NCCC(c1ccccc1)c1ccccc1)c1ccc(Br)o1
    ·	-6.7%
CC(=O)/C(=N\Nc1ccccc1)Sc1nncn1C
    ·	-1.0%
C=C(C)CCC1(C)NC(=O)N(c2ccccc2)N1 (configuration not stated)
    1	3.2%
C[C@]12CCC(=O)C=C1[C@H](O)C[C@@H]1[C@@H]2[C@@H](O)C[C@@]2(C)[C@H]1CC[C@]2(O)C(=O)CO
    ·	4.6%
CN1C(=O)c2cccc(NC(=O)CCc3ccccc3)c2C1=O
    -6	-3.3%
CCOc1cc(/C=C2\SC(=O)N(CC(=O)Nc3ccccc3F)C2=O)cc([N+](=O)[O-])c1O
    -12	8.6%
CC(C)(C)c1nc2ccccc2c2nnc(SCC(=O)Nc3nccs3)n12
    -15	-3.5%
CCO[C@H]1OC(C(=O)N2CCN(C)CC2)=C[C@@H](c2ccc3c(c2)OCO3)[C@@H]1CCCO
    ·	1.0%
COc1cc2nc(Cl)nc(N3CCCCC3)c2cc1OC
    8	3.0%
N#Cc1nc(-c2ccco2)oc1NCCCN1CCOCC1
    ·	0.1%
Cc1ccc(S(=O)(=O)Nc2ccncc2)c(C)c1N(C)S(=O)(=O)c1ccc(F)cc1
    0	8.9%
Cc1ccccc1N1C(=O)CC(=O)NC1=O
    12	0.3%
CCc1cc(=O)oc2c(C)c(O)c(CN(C)C)cc12
    -6	3.6%
CCC(C)c1ccc(NC(=O)C/C(C)=N/NC(=O)c2cnccn2)cc1 (configuration not stated)
    2	1.4%
O=C(NNC1=NCCN1Cc1ccccc1)c1cccc(C(F)(F)F)c1
    -13	0.5%
COc1cc(/C=N/S(=O)(=O)CCc2ccccc2)ccc1O
    ·	0.3%
Cc1nc(CNC(=O)CC2C(=O)NCCN2Cc2cccc(Oc3ccccc3)c2)cs1 (configuration not stated)
    ·	2.0%
CC1(C)CC(=O)C2=C(C1)OC(N)=C(C#N)C2c1cccc(OC(=O)c2ccco2)c1 (configuration not stated)
    60	-4.6%
CCOC(=O)c1cc(C(=O)OCC)c(=O)[nH]c1N1CCCC1
    1	-0.3%
CCCOc1ccc(C(O)C(CN2CCOCC2)c2ccccc2)cc1 (configuration not stated)
    -21	-4.6%
Cc1ccc(C)c(OCC(=O)Nc2ccc(S(=O)(=O)Nc3ccccn3)cc2)c1C
    -13	-1.9%
CC(=O)Nc1ccc(NC(=O)CSc2ncnc3c2cnn3Cc2ccccc2)cc1
    7	-5.9%
O=C(c1ccccc1Br)N1CCN(c2ccc([N+](=O)[O-])c(N3CCOCC3)c2)CC1
    -4	-2.5%
CCc1ccccc1NC(=S)NCCSc1ccc(Cl)cc1
    5	0.9%
NC(=O)CC(NC(=O)Cc1cccc2ccccc12)c1ccc(N2CCN(c3ccccc3)CC2)c([N+](=O)[O-])c1 (configuration not stated)
    -8	1.1%
C=C(C)COc1ccc(-c2[nH]ncc2-c2ccccc2)c(O)c1
    ·	-3.2%
N#Cc1ccccc1Sc1ccccc1C(=O)Nc1ccc(Br)cc1
    11	·
COc1cccc(OC)c1C(=O)Nc1ccc([N+](=O)[O-])cn1
    2	-3.4%
COc1ccc(N2C(=O)CC(N(Cc3ccco3)C(=O)CCC(=O)O)C2=O)cc1 (configuration not stated)
    8	1.7%
CCOC(=O)/C(C#N)=C1/C=CN(C)C=N1
    13	-4.4%
CC(COc1cccc2ccccc12)CN1CCN(C)CC1 (configuration not stated)
    ·	0.9%
CCN1C(=O)C(=C/C=C/c2ccco2)C(=O)N(CC)C1=S
    10	10%
Cc1ccc([N+](=O)[O-])cc1NC(=S)NC(=O)c1cccnc1
    -15	0.2%
COc1ccc(Cl)cc1NC(=O)C(C)Sc1nncn1C (configuration not stated)
    -9	-1.2%
COc1ccc(C(=O)N(C(C)C)C(C)C)c(OC)c1
    4	2.5%
O=C(O)C(Cc1ccccc1)N1CCS(=O)(=O)CC1 (configuration not stated)
    ·	-3.4%
COc1ccc(Cl)cc1NC(=O)CSc1nc2sccc2c(=O)[nH]1
    ·	-4.8%
CC1CCN(C(C(=O)NC2CCCCC2)c2cc3c(cc2[N+](=O)[O-])OCO3)CC1 (configuration not stated)
    ·	1.6%
O=C(c1ccc2c3c(cccc13)CC2)C1CCCN(C(=O)c2ccc(=O)[nH]c2)C1 (configuration not stated)
    -11	2.6%
S=c1[nH]nc(COc2ccccc2)n1-c1ccccc1
    3	-0.9%
CN1C(=O)SC(Nc2ccccc2C(=O)O)C1=O (configuration not stated)
    ·	1.3%
O=C(Nc1ccc(Br)cc1)c1ccc(N2C(=O)C3CC=CCC3C2=O)cc1 (configuration not stated)
    3	0.1%
C/C(N)=C(/C#N)C(=O)CSc1nc2scc(-c3ccc(F)cc3)c2c(=O)n1C
    11	-7.0%
Cc1cc(-n2c(C)cc(C(=O)CSc3nnc4sc5ccccc5n34)c2C)no1
    ·	5.4%
CCSc1nc(=S)n(CC)c(C)c1C(C)=O
    ·	0.9%
COC(=O)c1c(C(=O)OC)c(-c2ccccc2)n2c1CS(=O)(=O)C2
    ·	-4.3%
CSCCC(NS(=O)(=O)c1ccccc1F)C(=O)NC(C)c1ccccc1 (configuration not stated)
    21	4.3%
Cc1c(NC(=O)c2cnn3c(C(F)(F)F)cc(-c4ccco4)nc23)c(=O)n(-c2ccccc2)n1C
    10	6.5%
CCCOC(=O)C(=O)NNc1ccccc1
    -9	4.3%
COC(=O)c1ccc(NC(=O)c2ccccc2CC[N+](=O)[O-])cc1
    -4	·
O=[N+]([O-])c1cccc(C(=S)N2CCCC2)c1
    -4	-2.6%
Cc1ccccc1C(=O)N1CCN(c2ccc([N+](=O)[O-])c(NCc3cccnc3)c2)CC1
    -6	15%*

(next part)
Every second line gives: RmlCD inh 1536	M. tuberculosis GlmU
O=C(CSc1ncn[nH]1)Nc1ccc(Cl)c(Cl)c1
    4	-4.9%
Cc1cc(Oc2ccccc2)nc(-c2ccccc2)n1
    ·	0.0%
NS(=O)(=O)c1ccc(NCc2ccccc2OCc2ccccc2F)cc1
    ·	-3.5%
NC1=NC(=O)/C(=C\c2ccsc2)S1
    -4	9.2%
CCOC(=O)N1CCN(C(=O)c2ccc3c(c2)N(CC)CCS3)CC1
    ·	0.2%
CC1CCCC(C)N1C(=O)CSc1nnc(C2CCCCC2)o1 (configuration not stated)
    ·	2.8%
CCOC(=O)N1CCN(C(=O)c2cc3c(s2)-c2ccc(Cl)cc2S(=O)(=O)C3)CC1
    -15	-1.1%
C=C1C(=O)O[C@@H]2C[C@@H](C)[C@@H]3C=CC(=O)[C@@]3(C)[C@@H](O)[C@H]12
    0	2.2%
COc1ccc2[nH]c(=O)c(-c3nnn(-c4ccc(F)cc4)n3)cc2c1
    ·	0.6%
CC1=C/C(=C\c2ccc3c(c2)OCO3)C(=O)S1
    3	·
CSc1ccccc1NC(=O)CN(C)CC(=O)Nc1ccc(Cl)cc1[N+](=O)[O-]
    -5	-4.2%
CN(C)C(=O)Oc1noc2cc(Cl)ccc12
    -10	0.3%
Cc1ccc2nc(SCC(=O)c3ccc(Cl)s3)[nH]c2c1
    7	4.4%
CC(Nc1ccc(Br)cc1)C(=O)N/N=C/c1ccccc1OCc1ccccc1 (configuration not stated)
    -1	-3.0%
CC(C)CC(COCc1ccc([N+](=O)[O-])cc1)N1CCN(C(=O)c2ccc(C(F)(F)F)cc2)CCC1=O (configuration not stated)
    ·	-1.3%
COCCCNCCOCCOc1ccc(Cl)cc1Br
    ·	-4.1%
CC1CCN(C(=O)c2[nH]cnc2C(=O)N[C@@H](CCCCNC(=O)OC(C)(C)C)C(=O)OC(C)(C)C)CC1
    ·	-0.6%
CCOC(=S)N/C(=N\S(=O)(=O)c1ccccc1)c1ccccc1
    1	2.1%
CCCNC(=O)c1c(N)n(-c2cccc(OC)c2)c2nc3ccccc3nc12
    -4	2.3%
COC(=O)c1cc(C)ccc1OCc1ccc([N+](=O)[O-])cc1
    0	-1.5%

Quoted at random: 5 records from the list.
Every second line gives: RmlCD inh 1536	M. tuberculosis GlmU
CC1=C/C(=C\c2ccc3c(c2)OCO3)C(=O)S1
    3	·
COC(=O)c1cc(C)ccc1OCc1ccc([N+](=O)[O-])cc1
    0	-1.5%
NC1=NC(=O)/C(=C\c2ccsc2)S1
    -4	9.2%
CCOC(=O)N1CCN(C(=O)c2ccc3c(c2)N(CC)CCS3)CC1
    ·	0.2%
CC1CCN(C(=O)c2[nH]cnc2C(=O)N[C@@H](CCCCNC(=O)OC(C)(C)C)C(=O)OC(C)(C)C)CC1
    ·	-0.6%

(further entries)
Every second line gives: RmlCD inh 1536	M. tuberculosis GlmU
CC1(C)CC(=O)C2=C(C1)OC(N)=C(C#N)C2Cc1ccccc1 (configuration not stated)
    10	3.3%
Cc1oc2c(c1C(=O)Nc1cccc3ccccc13)CCCC2
    ·	3.4%
O=C(CCC1CCCCC1)Nc1ccccc1C(=O)N1CCOCC1
    11	-0.1%
CCOC(=O)N1CCC(NC(=O)c2ccc(Cl)cc2)CC1
    -1	0.3%
Cc1nn(C)cc1C(C(=O)NC1CCCCC1)N(CCc1ccccc1)C(=O)c1cnccn1 (configuration not stated)
    -3	3.4%
CCCCCCOC(=O)Cc1c(C)nc(-c2ccccc2)[nH]c1=O
    ·	3.1%
Cc1nn(C2CCCO2)c(=O)nc1N (configuration not stated)
    8	1.5%
Cc1ccc(C)c(OCc2nnc(NC(=O)c3ccco3)s2)c1
    11	5.2%
COC(=O)c1ccccc1NS(=O)(=O)c1ccc(O)c(C(=O)O)c1
    ·	2.8%
CC(C)c1nnc(NC(=O)C2CCCN2S(=O)(=O)c2ccc(Cl)cc2)s1 (configuration not stated)
    ·	-0.6%
CCOc1ccc(NC(=S)NNC(=O)c2cc(Br)ccc2Cl)cc1
    7	0.5%
CCCCCCCCC[n+]1cccc2c3ccccc3ccc21
    3	-5.8%

These rows are one share of the data; the hit share may differ from the screen's.
